Myeloid diff MLP: promotes myeloid progenitor differentiation. ER-HoxA9 myeloid progenitors, lysozyme-GFP differentiation, flow cytometry. calls only at 10 µM. hit rate 1% among 360,000. AID 624256;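 active means normalized GFP-positive differentiation at or above the plate's own cutoff, the solvent-only control mean plus 3 SD; inconclusive means no clear call, values can overlap the other calls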;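 further: cells exposed to compound for four days before flow analysis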
Rac1 GTP hydrolysis: MgcRacGAP GTPase-activating activity inhibitors, confirmation, biochemical, ADP Hunter fluorescence. MgcRacGAP-stimulated Rac1 GTP hydrolysis, ADP Hunter fluorescence; higher % means a stronger effect; GST-tagged Rac1 F28L mutant substrate. inhibition, % at 30 µM; hits with a dose series show IC50 in µM. hit rate 0.6% among 340,000. AID 624330;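 active means first-screen hits whose inhibition reached a set limit at any dose in the follow-up dose series; inconclusive means inhibition above the set first-screen limit but never retested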;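 further: fluorescence reports GDP produced by GAP-driven GTP hydrolysis; strong numbers were not always called active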
Myeloid diff MLP GFP+ MAC1+ %: further read-out of Myeloid diff MLP, marked with its call; GFP+ MAC1+ double positive, %; measured here: differentiation confirmed by MAC1 staining
Starred values were filed as active, the others as inactive.

Screening Cc1cnc2c(N)cc(C)c(C)c2c1 returned Myeloid diff MLP inactive, Rac1 GTP hydrolysis 12.3% and Myeloid diff MLP GFP+ MAC1+ % 0.9.
For Cc1ccc(S(=O)(=O)N2C[C@H]3[C@H]4C(=O)N(c5ccccc5)C(=O)[C@H]4C[C@H](OC(=O)Nc4cccs4)[C@@]3(O)C2)cc1 the results were Myeloid diff MLP inactive, Rac1 GTP hydrolysis 18.6% and Myeloid diff MLP GFP+ MAC1+ % 3.4.
O=C(NCc1cccc(Cl)c1)c1ccc(S(=O)(=O)N2CCCCC2)cc1 was read as Myeloid diff MLP inactive, Rac1 GTP hydrolysis 8.0% and Myeloid diff MLP GFP+ MAC1+ % 1.3.
For Cc1ccc([C@@H]2C[C@H]3[C@@H](CN2S(=O)(=O)c2ccc(Cl)cc2)C(=O)C[C@@H](c2ccccc2)N3S(=O)(=O)c2ccc(C)cc2)cc1 the results were Myeloid diff MLP inactive, Rac1 GTP hydrolysis 17.6% and Myeloid diff MLP GFP+ MAC1+ % 1.1.
For C[C@H](CO)N1C[C@H](C)[C@@H](CN(C)C(=O)c2ccccc2)OCc2cnnn2CCCC1=O the results were Myeloid diff MLP inactive, Rac1 GTP hydrolysis 16.3% and Myeloid diff MLP GFP+ MAC1+ % 0.4.
CSc1ncnc2c1ncn2CCCNCCc1ccccn1 was read as Myeloid diff MLP inactive, Rac1 GTP hydrolysis 10.7% and Myeloid diff MLP GFP+ MAC1+ % 0.5.
Screening O=C(Cc1ccccc1)CC(CC(=O)c1ccccc1)c1ccccc1 (stereo not drawn) returned Myeloid diff MLP inactive, Rac1 GTP hydrolysis 8.1% and Myeloid diff MLP GFP+ MAC1+ % 0.6.
CN(Cc1c(C(=O)N/N=C/c2ccccc2O)nnn1-c1nonc1N)C1CCCCC1 was read as Myeloid diff MLP inactive, Rac1 GTP hydrolysis 7.1% and Myeloid diff MLP GFP+ MAC1+ % 0.8.
C[C@H](CO)N1C[C@H](C)[C@@H](CN(C)C(=O)c2cccc(F)c2)Oc2cc(-c3cncnc3)ccc2S1(=O)=O was read as Myeloid diff MLP inactive, Rac1 GTP hydrolysis 10.0% and Myeloid diff MLP GFP+ MAC1+ % 0.5.
`O=C(c1cc(COc2cccc3cccnc23)on1)N1CCC[C@H]1CO` gave Myeloid diff MLP inactive, Rac1 GTP hydrolysis 5.2% and Myeloid diff MLP GFP+ MAC1+ % 0.6.
Screening COc1ccc(N)cc1NC(=O)CN1CCOCC1 returned Myeloid diff MLP inactive, Rac1 GTP hydrolysis 118µM* and Myeloid diff MLP GFP+ MAC1+ % 0.5.
`O=C1NCCCC1(c1ccccc1)c1ccccc1` gave Myeloid diff MLP inactive, Rac1 GTP hydrolysis 2.6% and Myeloid diff MLP GFP+ MAC1+ % 0.8.
COc1ccc(CN(C)C(=O)CCNS(=O)(=O)c2ccccc2)c(OC)c1 was read as Myeloid diff MLP inactive, Rac1 GTP hydrolysis 14.9% and Myeloid diff MLP GFP+ MAC1+ % 0.7.
`CN1OC[C@@H]2CN(C(=O)C(C)(C)C)[C@H](c3ccc(-c4cc5ccccc5o4)cc3)C[C@@H]21` gave Myeloid diff MLP inactive, Rac1 GTP hydrolysis 7.3% and Myeloid diff MLP GFP+ MAC1+ % 2.5.
For COc1ccc(NC(=S)N2CCC3CC2c2c(Cl)cccc23)c(OC)c1 (stereo not drawn) the results were Myeloid diff MLP active, Rac1 GTP hydrolysis 4.0% and Myeloid diff MLP GFP+ MAC1+ % 10.0*.
COc1ccc(CN(C)C[C@H]2OCc3cnnn3CCCC(=O)N([C@H](C)CO)C[C@@H]2C)cc1 was read as Myeloid diff MLP inactive, Rac1 GTP hydrolysis 1.2% and Myeloid diff MLP GFP+ MAC1+ % 0.6.
For O=[N+]([O-])c1ccc2cn(C3OC(CO)C(O)C3O)nc2c1 (stereo not drawn) the results were Myeloid diff MLP inactive, Rac1 GTP hydrolysis 1.9% and Myeloid diff MLP GFP+ MAC1+ % 0.7.
CCN(CC(=O)Nc1ccc(OC)cc1)C(=O)c1cccc(S(=O)(=O)N2CCN(c3ccccc3)CC2)c1 was read as Myeloid diff MLP inactive, Rac1 GTP hydrolysis -2.2% and Myeloid diff MLP GFP+ MAC1+ % 2.0.
`Nc1cc(S(=O)(=O)c2ccc(N3CCCCC3)c(N)c2)ccc1N1CCCCC1` gave Myeloid diff MLP inactive, Rac1 GTP hydrolysis 0.4% and Myeloid diff MLP GFP+ MAC1+ % 0.4.
`Cc1cccc(NC(=O)CN(C)S(=O)(=O)c2cnc[nH]2)c1C` gave Myeloid diff MLP inactive, Rac1 GTP hydrolysis 14.1% and Myeloid diff MLP GFP+ MAC1+ % 0.9.
O=C(COC(=O)/C=C/c1cccc(F)c1)NCc1ccc2c(c1)OCO2 was read as Myeloid diff MLP inactive, Rac1 GTP hydrolysis 9.5% and Myeloid diff MLP GFP+ MAC1+ % 0.4.
`c1ccc2c(c1)-c1nc3ccccc3cc1C2N1CCCCC1` (stereo not drawn) gave Myeloid diff MLP inactive, Rac1 GTP hydrolysis 11.1% and Myeloid diff MLP GFP+ MAC1+ % 1.1.
Cc1cc(C)c(NC(=O)CNC(=O)c2cc(C3CC3)nc3c2cnn3C(C)C)c(C)c1 was read as Myeloid diff MLP inactive, Rac1 GTP hydrolysis 1.9% and Myeloid diff MLP GFP+ MAC1+ % 1.3.
CCCCN(C(C)=O)c1ccc2c(c1)C1CC2CCN1Cc1ccccc1 (stereo not drawn) was read as Myeloid diff MLP inactive, Rac1 GTP hydrolysis 15.8% and Myeloid diff MLP GFP+ MAC1+ % 0.0.

4 entries picked at random from those above:
`O=C1NCCCC1(c1ccccc1)c1ccccc1` gave Myeloid diff MLP inactive, Rac1 GTP hydrolysis 2.6% and Myeloid diff MLP GFP+ MAC1+ % 0.8.
`c1ccc2c(c1)-c1nc3ccccc3cc1C2N1CCCCC1` (stereo not drawn) gave Myeloid diff MLP inactive, Rac1 GTP hydrolysis 11.1% and Myeloid diff MLP GFP+ MAC1+ % 1.1.
CCN(CC(=O)Nc1ccc(OC)cc1)C(=O)c1cccc(S(=O)(=O)N2CCN(c3ccccc3)CC2)c1 was read as Myeloid diff MLP inactive, Rac1 GTP hydrolysis -2.2% and Myeloid diff MLP GFP+ MAC1+ % 2.0.
`Cc1cccc(NC(=O)CN(C)S(=O)(=O)c2cnc[nH]2)c1C` gave Myeloid diff MLP inactive, Rac1 GTP hydrolysis 14.1% and Myeloid diff MLP GFP+ MAC1+ % 0.9.

The list goes on:
For O=C(O)C(=O)Nc1ncn[nH]1 the results were Myeloid diff MLP inactive, Rac1 GTP hydrolysis 29.3% and Myeloid diff MLP GFP+ MAC1+ % 1.0.
Screening CC1(C)CC(=O)C=C(C#CC2(O)CCCCC2)C1 returned Myeloid diff MLP inconclusive and Rac1 GTP hydrolysis 15.8%.
For COCOCCn1cc(CN2CCS(=O)(=O)N(Cc3ccc(-c4ccccc4)cc3)C(C(C)C)C2=O)nn1 (stereo not drawn) the results were Myeloid diff MLP inactive, Rac1 GTP hydrolysis 15.9% and Myeloid diff MLP GFP+ MAC1+ % 0.8.
For O=S(=O)(c1ccc(NC(=S)N2CCCCC2)cc1)N1CCCCC1 the results were Myeloid diff MLP inactive, Rac1 GTP hydrolysis 7.8% and Myeloid diff MLP GFP+ MAC1+ % 0.7.
`COCC(=O)Nc1ccc2c(c1)[C@@H]1C[C@H](CC(=O)NCc3cccc(F)c3)O[C@@H](CO)[C@@H]1O2` gave Myeloid diff MLP inactive, Rac1 GTP hydrolysis 9.5% and Myeloid diff MLP GFP+ MAC1+ % 1.2.
For O=C(NC(CC(=O)N1CCN(c2ccccc2)CC1)c1ccccc1)c1ccccc1 (stereo not drawn) the results were Myeloid diff MLP inactive, Rac1 GTP hydrolysis 21.6% and Myeloid diff MLP GFP+ MAC1+ % 1.8.
Screening COc1ccc(OC)c(NC(=O)c2cccc(NC(=O)c3ccco3)c2)c1 returned Myeloid diff MLP inactive, Rac1 GTP hydrolysis 18.3% and Myeloid diff MLP GFP+ MAC1+ % 1.8.
For NS(=O)(=O)c1ccc(CCNC(=O)COC(=O)Cc2ccc(Cl)cc2)cc1 the results were Myeloid diff MLP inactive, Rac1 GTP hydrolysis 8.7% and Myeloid diff MLP GFP+ MAC1+ % 2.1.
Cc1ccc(NCN2C(=O)c3ccccc3C2=O)cc1Cl was read as Myeloid diff MLP inactive, Rac1 GTP hydrolysis 7.8% and Myeloid diff MLP GFP+ MAC1+ % 0.2.
Screening O=C(C[C@H]1C[C@H]2c3cc(NC(=O)CC4CC4)ccc3O[C@H]2[C@H](CO)O1)NCc1ccccc1F returned Myeloid diff MLP inactive, Rac1 GTP hydrolysis 7.5% and Myeloid diff MLP GFP+ MAC1+ % 1.0.
Screening CN(C)CC(=O)Nc1ccc2c(c1)[C@H]1C[C@H](CC(=O)NCc3ccc4c(c3)OCO4)O[C@H](CO)[C@H]1O2 returned Myeloid diff MLP inactive, Rac1 GTP hydrolysis 15.4% and Myeloid diff MLP GFP+ MAC1+ % 1.2.
For CCc1ccc(CN2CCC(n3nccc3NC(=O)c3ccccc3OC)CC2)o1 the results were Myeloid diff MLP inactive, Rac1 GTP hydrolysis 23.8% and Myeloid diff MLP GFP+ MAC1+ % 1.0.
Screening Cc1cc(C)c2cc(C#N)c(NCCCNC(=O)c3cccnc3)nc2c1 returned Myeloid diff MLP inactive, Rac1 GTP hydrolysis 7.8% and Myeloid diff MLP GFP+ MAC1+ % 0.5.
CC(=O)c1ccc(OCc2cn(CC(=O)c3ccc(O)cc3)nn2)c(C)c1 was read as Myeloid diff MLP inactive, Rac1 GTP hydrolysis 12.6% and Myeloid diff MLP GFP+ MAC1+ % 1.4.
`C[C@@H]1CCCCO[C@H](CN(C)C(=O)c2ccccc2)[C@@H](C)CN([C@H](C)CO)C(=O)c2cc(NC(=O)NC3CCCCC3)ccc2O1` gave Myeloid diff MLP inactive, Rac1 GTP hydrolysis 11.3% and Myeloid diff MLP GFP+ MAC1+ % 0.2.
`S=C(NCCc1ccccc1)N1CCC2CC1c1c(Cl)cccc12` (stereo not drawn) gave Myeloid diff MLP inactive, Rac1 GTP hydrolysis 20.0% and Myeloid diff MLP GFP+ MAC1+ % 1.4.
O=C(NC1CCCc2c1cnn2-c1ccccc1F)c1ccncc1 (stereo not drawn) was read as Myeloid diff MLP inactive, Rac1 GTP hydrolysis 2.6% and Myeloid diff MLP GFP+ MAC1+ % 1.1.
For COc1ccc(/C=C/C(=O)OCC(=O)N2c3ccccc3CC2C)cc1OC (stereo not drawn) the results were Myeloid diff MLP inactive, Rac1 GTP hydrolysis 13.7% and Myeloid diff MLP GFP+ MAC1+ % 0.7.
Screening Cc1c(NC(=O)CSc2nnc(-c3ccncc3)n2C)c(=O)n(-c2ccccc2)n1C returned Myeloid diff MLP inactive, Rac1 GTP hydrolysis 21.0% and Myeloid diff MLP GFP+ MAC1+ % 1.3.
For C[C@@H]1CCCCO[C@H](CN(C)Cc2ccc(C(=O)O)cc2)[C@@H](C)CN([C@H](C)CO)C(=O)c2cc(NC(=O)CCC(F)(F)F)ccc2O1 the results were Myeloid diff MLP inactive, Rac1 GTP hydrolysis 10.4% and Myeloid diff MLP GFP+ MAC1+ % 0.8.
`CCOC(=O)c1[nH]c(=S)n(-c2ccccc2)c1C(=O)OCC` gave Myeloid diff MLP inactive, Rac1 GTP hydrolysis 26.3% and Myeloid diff MLP GFP+ MAC1+ % 1.2.
Screening CCOc1ccc(Cc2c(O)nc(SC)[nH]c2=O)cc1 returned Myeloid diff MLP inactive, Rac1 GTP hydrolysis 9.7% and Myeloid diff MLP GFP+ MAC1+ % 1.6.
For CSc1nc(=O)[nH]nc1Sc1ccccc1 the results were Myeloid diff MLP inactive, Rac1 GTP hydrolysis 10.0% and Myeloid diff MLP GFP+ MAC1+ % 0.8.
Cc1ccc(S(=O)(=O)NCc2ccccc2)cc1C(=O)NCc1ccncc1 was read as Myeloid diff MLP inactive, Rac1 GTP hydrolysis 17.0% and Myeloid diff MLP GFP+ MAC1+ % 1.0.
O=C(NCc1ccncc1)Nc1ccc(Cc2ccc(NC(=O)NCc3ccncc3)cc2)cc1 was read as Myeloid diff MLP inactive, Rac1 GTP hydrolysis 15.8% and Myeloid diff MLP GFP+ MAC1+ % 0.8.
Cn1c(=O)c2c(ncn2CC(=O)OCC(=O)c2ccc(Br)cc2)n(C)c1=O was read as Myeloid diff MLP inactive, Rac1 GTP hydrolysis 11.6% and Myeloid diff MLP GFP+ MAC1+ % 0.8.
Cn1c(=O)c2c(ncn2CCOC(=O)C(C)(C)Oc2ccc(Cl)cc2)n(C)c1=O was read as Myeloid diff MLP inactive, Rac1 GTP hydrolysis 10.0% and Myeloid diff MLP GFP+ MAC1+ % 0.6.
Cc1ccc(C(=O)OCC(=O)Nc2cccc(Br)c2)s1 was read as Myeloid diff MLP inactive, Rac1 GTP hydrolysis -4.8% and Myeloid diff MLP GFP+ MAC1+ % 0.6.
`CCN1C(=O)CSC1=Nc1ccc(C(=O)OC)cc1` gave Myeloid diff MLP inactive, Rac1 GTP hydrolysis 20.8% and Myeloid diff MLP GFP+ MAC1+ % 1.1.
For COc1cccc(CN2CC(C(=O)NCCc3cn4cccnc4n3)CCC2=O)c1 (stereo not drawn) the results were Myeloid diff MLP inactive, Rac1 GTP hydrolysis 6.8% and Myeloid diff MLP GFP+ MAC1+ % 0.4.
`Cc1ncc(CO)n1Cc1ccc(Cl)cc1` gave Myeloid diff MLP inactive, Rac1 GTP hydrolysis 2.8% and Myeloid diff MLP GFP+ MAC1+ % 0.6.
COc1ccccc1N1CCN(C(=O)[C@@H]2CCCN2C2=NS(=O)(=O)c3ccccc32)CC1 was read as Myeloid diff MLP inactive, Rac1 GTP hydrolysis 12.6% and Myeloid diff MLP GFP+ MAC1+ % 1.5.

These rows are one share of the data, so the mix of outcomes need not match the whole.
